Source: PubChem BioAssay (several laboratories)
hK5 inh = human KLK5 protease inhibitors, primary screen, biochemical, 1536-well; Kallikrein-5 (Homo sapiens), Q9Y337; recombinant hK5, fluorogenic AMC substrate cleavage; inhibition, % at 5 µM; actives 0.59% (n = 210,000); AID 873, 2007;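 active means inhibition of 40% or more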;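 further: 0% = enzyme controls without compound and 100% = no-enzyme blanks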
Runt-CBFb FRET = inhibitors of RUNX1 Runt–CBFb binding, primary screen, biochemical, FRET, Cerulean-Runt, Venus-CBFb, uHTS | Cerulean-Runt/Venus-CBFb FRET ratio 530/480, 1 h | inhibition, % at 20 µM | actives 0.46% (n = 220,000);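 active means inhibition over about 50% at 20 µM in the single-dose screen, limit read from the data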;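 further: 0% = DMSO wells and 100% = excess unlabeled CBFb competitor control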
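Doses: 20 µM compound in 1% DMSO | Material: Cerulean-labeled Runt domain protein | Amount: Each fluorescent fusion protein 100 nM | Schedule: Two 1 h room-temperature incubations shielded from light | Measured by: FRET fluorescence | Evaluation: Loss of energy transfer signal | Controls: Unlabeled CBFb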
thrombin 1536 = human alpha-thrombin inhibitors, primary screen, counter-screen for coagulation protease inhibitor project, biochemical, 1536-well, fluorogenic AMC substrate; Prothrombin (Homo sapiens), P00734; Boc-VPR-AMC fluorogenic substrate cleavage; inhibition, % at 5 µM; actives 0.26% (n = 220,000); AID 1046, 2008;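 active means inhibition at or above 40%; inactive means inhibition below 40%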;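 further: 0% = enzyme with no compound and 100% = wells without enzyme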
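System: human alpha-thrombin protein; Compound dosing: one concentration per compound, 5 µM, with 0.2% DMSO; Timing: reaction at room temperature; Technique: AMC fluorescence, 355/460 nm; Controls: enzyme without compound as high, wells lacking enzyme as low.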
Hck-Nef inh = inhibitors of Nef-activated human Hck kinase, primary screen, biochemical, Z-Lyte FRET, 384-well, Hck-YEEI; inhibition, % at 20 µM; AID 463187, 2010; Tyrosine-protein kinase HCK (Homo sapiens), P08631; Recombinant Hck-YEEI plus Nef, Z-Lyte FRET kinase assay; actives 0.68% (n = 220,000);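 active means Hck-Nef kinase inhibition above about 50%, limit read from the data; inactive means inhibition below that limit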;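 further: 0% = DMSO with Hck plus Nef and 100% = Hck alone without Nef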
FXIIa inh 1536 = human FXIIa protease inhibitors, primary screen, biochemical, 1536-well; inhibition, % at 5 µM; Coagulation factor XII (Homo sapiens), P00748; actives 0.3% (n = 220,000); purified FXIIa, Boc-QGR-AMC fluorogenic substrate, 2 h; in the data active means inhibition above about 40%;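 further: 0% = enzyme with no compound and 100% = blank without enzyme; many of its hits are not listed in these tables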
Runt-SMMHC FRET = inhibitors of RUNX1 Runt–CBFb-SMMHC binding, primary screen, biochemical, FRET, Cerulean-Runt, Venus-CBFb-SMMHC, uHTS | Runt-related transcription factor 1 (Homo sapiens) + Core-binding factor subunit beta … | Cerulean-Runt/Venus-CBFb-SMMHC FRET ratio 530/480, 1 h | inhibition, % at 20 µM | actives 0.74% (n = 220,000) | AID 1434, 2008;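 active means mean inhibition across duplicate retests at 20 µM reaching about 50%, limit read from the data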;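 further: 0% = DMSO wells and 100% = wells with excess untagged CBFb-SMMHC; inhibitors lower the FRET ratio by blocking Runt binding to CBFb-SMMHC; some results filed as inactive read as strong as hits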
14-3-3 Bad PPI = inhibitors of 14-3-3 zeta/Bad binding, primary screen, biochemical, TR-FRET, bovine 14-3-3 zeta | TR-FRET 14-3-3zeta/Dy647-pBad peptide displacement, 1 h | actives 0.71% (n = 220,000) | inhibition, % at 21.7 µM | 14-3-3 protein zeta/delta (Bos taurus), P63103;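 active means inhibition above about 70%, limit read from the data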;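 further: 0% = full 14-3-3 plus peptide FRET controls and 100% = background without 14-3-3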
Target sequence (P63103 whole entry, looked up): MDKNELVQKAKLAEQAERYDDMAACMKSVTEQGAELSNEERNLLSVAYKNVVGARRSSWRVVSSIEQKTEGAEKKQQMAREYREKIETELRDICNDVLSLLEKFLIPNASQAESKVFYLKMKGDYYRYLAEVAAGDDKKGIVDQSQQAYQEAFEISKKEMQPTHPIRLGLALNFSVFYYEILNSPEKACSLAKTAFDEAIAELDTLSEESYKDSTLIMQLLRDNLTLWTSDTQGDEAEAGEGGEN
Wee1 stabilizer = Wee1 degradation inhibitors, primary screen, cell-based, HeLa, Wee1K328M-luciferase, luminescence; actives 1.2% (n = 220,000); HeLa Luc-Wee1K328M stability; 100% = proteasome inhibitor MG132 effect; Wee1-like protein kinase (Homo sapiens), P30291; reporter increase, % at 5 µM;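 active means activation above the mean of all tested compounds plus 3 SD, set per screening run, cut at about 8.8% in these data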;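 further: cells exposed to compound for 20 h before luminescence read; 0% = DMSO alone and 100% = MG132 at 30 µM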
Target sequence (P30291 whole entry K328M): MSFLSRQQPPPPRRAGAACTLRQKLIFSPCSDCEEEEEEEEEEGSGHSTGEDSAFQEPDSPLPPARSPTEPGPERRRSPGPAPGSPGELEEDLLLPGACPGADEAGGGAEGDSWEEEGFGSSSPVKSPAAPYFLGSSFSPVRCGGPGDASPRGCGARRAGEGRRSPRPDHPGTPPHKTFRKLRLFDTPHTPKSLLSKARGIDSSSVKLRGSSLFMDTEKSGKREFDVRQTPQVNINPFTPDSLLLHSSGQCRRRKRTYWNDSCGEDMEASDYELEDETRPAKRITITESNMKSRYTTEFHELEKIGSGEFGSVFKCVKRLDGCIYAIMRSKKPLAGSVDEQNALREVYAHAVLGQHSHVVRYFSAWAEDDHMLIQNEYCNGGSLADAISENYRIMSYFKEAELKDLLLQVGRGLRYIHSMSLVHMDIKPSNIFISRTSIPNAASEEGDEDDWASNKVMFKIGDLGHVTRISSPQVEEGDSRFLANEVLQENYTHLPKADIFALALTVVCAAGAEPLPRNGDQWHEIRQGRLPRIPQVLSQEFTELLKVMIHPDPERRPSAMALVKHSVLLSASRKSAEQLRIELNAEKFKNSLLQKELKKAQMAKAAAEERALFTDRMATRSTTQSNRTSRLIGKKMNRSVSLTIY
FXIa inh = human FXIa protease inhibitors, primary screen, biochemical, 1536-well | purified FXIa, Boc-Glu-Ala-Arg-AMC fluorogenic substrate | inhibition, % at 5 µM | actives 0.14% (n = 220,000);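 active means inhibition of at least 40%; inactive means inhibition below 40%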;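 further: fluorescence of freed AMC excited at 355 nm; 0% = enzyme without compound and 100% = no enzyme blank; many of its hits are not listed in these tables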
An asterisk follows results filed as active; . = not tested or not shown; & = joins results of further samples; [ ] = dose if it differs, or a comment.

no.	SMILES	hK5 inh	Runt-CBFb FRET	thrombin 1536	Hck-Nef inh	FXIIa inh 1536	Runt-SMMHC FRET	14-3-3 Bad PPI	Wee1 stabilizer	FXIa inh
1	CCOc1cccc(OCC)c2c(C)[n+](CC3CCCO3)c(C)c1-2 (stereo not drawn)	-18.4	-18.1	-10.1	11.8	9.6	-72.2	54.0	2.5	21.4
2	CCCCn1c(O)c(C(C)=NCCc2c[nH]c3ccccc23)c(=O)[nH]c1=O	1.4	-2.0	-2.6	1.0	5.9	-2.9	3.0	-0.6	4.3
3	Cc1ccccc1-n1c(O)c(/C=N/NC(=O)c2ccccc2O)c(=O)[nH]c1=S	-19.2	28.7	-1.6	5.7	5.3	59.3*	-10.0	-3.3	3.1
4	CN(C)C(=O)Oc1ccc2ccccc2c1Cl	5.7	-0.7	1.6	1.9	22.8	-5.0	-5.4	0.4	8.2
5	CCCCN=Cc1c(O)n(-c2c(C)cc(C)cc2C)c(=O)[nH]c1=O	0.5	-1.8	-3.1	-0.6	7.4	0.7	-3.0	-1.3	-2.0
6	NCCc1c[nH]c2ccc(F)cc12	.	-1.8	.	2.5	.	-9.3	2.9	-1.3	.
7	CCN(CC)CCN=Cc1c(O)n(CCC2=CCCCC2)c(=O)[nH]c1=O	0.4	0.3	-7.7	3.5	-1.9	1.4	-4.5	0.7	-5.9
8	Cc1c(N=Cc2c(O)n(Cc3ccccc3)c(=O)[nH]c2=O)c(=O)n(-c2ccccc2)n1C	-9.0	-0.9	0.5	1.4	7.6	2.8	-6.1	-3.0	2.1
9	COCCOC(=O)c1c(N)n(Cc2ccc(OC)cc2)c2nc3ccccc3nc12	-1.0	51.6*	-0.6	21.8	5.4	105.2*	-13.3	-0.4	3.0
10	CC1CN(c2ccc([N+](=O)[O-])c(N3CCCCC3)c2)CCN1 (stereo not drawn)	-1.0	0.5	-16.4	18.0	-1.2	-10.1	1.6	-1.1	-0.9
11	NC(CC(=O)O)C1CCCCC1 (stereo not drawn)	-1.8	-0.9	-18.9	13.4	3.2	0.6	-0.7	0.6	-6.0
12	Cc1ccc(-n2c(O)c(/C=N/Nc3ccccc3)c(=O)[nH]c2=O)cc1C	-1.2	0.7	-4.5	14.4	4.3	-3.4	-10.6	2.5	1.9
13	CCCCn1c(O)c(C=Nc2c(C)n(C)n(-c3ccccc3)c2=O)c(=O)[nH]c1=O	-5.2	-0.9	2.4	0.4	13.1	0.4	-8.2	-0.9	1.4
14	O=c1c2cc(Cl)cc(Cl)c2nc(CN2CCOCC2)n1-c1ccccc1F	-5.5	10.1	3.4	3.5	17.3	-6.0	3.4	-0.5	0.5
15	CN1CCN(/N=C/c2c[nH]c3ccccc23)CC1	-0.8	-0.7	-4.5	20.1	2.1	-0.9	-5.5	1.7	-1.0
16	O=C1c2ccccc2C(=O)N1Cc1nc2ccccc2c(=O)n1-c1ccccn1	-17.0	0.3	-1.8	1.9	9.3	0.2	-6.5	1.9	1.4
17	COc1ccc(NC(=S)NC(NC(=O)CF)C(Cl)(Cl)Cl)c([N+](=O)[O-])c1 (stereo not drawn)	-15.7	23.9	-9.1	4.9	6.7	3.2	7.7[fluorescence artefact?]	3.7	2.2
18	CNCC(O)c1ccc(O)cc1 (stereo not drawn)	-3.7	2.4	.	-3.3	12.8	6.8	-11.1[fluorescence artefact?]	-2.1	3.9
19	CCN1CC2([N+](=O)[O-])CC=C(Cl)C([N+](=O)[O-])(C1)C2 (stereo not drawn)	-0.2	-1.5	-0.3	6.6	12.6	-1.3	-1.9	0.8	-0.2
20	O=C1OCc2cc(N=Nc3c(O)[nH]c(=O)[nH]c3=O)ccc21	1.5	0.3	0.2	6.4	6.9	-1.8	4.2	1.5	11.2
21	N=C1SCC(=O)N1Cc1ccccc1	-11.8	0.4	-5.2	-13.0	0.1	-1.1	-3.6	1.4	-7.0
22	CCc1sc(C(=O)N2CCC3(CC2)OCCO3)cc1Br	3.7	-1.3	-4.2	-11.5	8.7	0.3	-6.6	1.6	-3.4
23	O=c1[nH]c(=S)n(C2CC2)c(O)c1C=NCCc1ccccc1	0.7	-0.9	-4.9	7.0	1.7	-2.9	-8.2	0.8	4.1
24	CSc1ccc(CNC(C)C(O)c2ccccc2)cc1 (stereo not drawn)	-14.1	2.5	1.2	-13.0	-0.3	-3.5	-3.1	1.1	-1.1
25	CCc1c(C)nc(N)nc1N1N=C1SC(C(C)=O)C(C)=O	1.2	8.3	30.4	19.9	6.1	-4.2	2.3	-1.5	5.4
26	O=C(N/N=C/c1c(O)n(CCC2=CCCCC2)c(=O)[nH]c1=O)c1ccccc1	-76.1	0.1	-1.1	4.1	7.2	1.1	-10.3	1.8	2.4
27	COC(=O)c1ccccc1-n1c(C)nc2ccccc2c1=O	81.8*	2.4	28.4	1.9	16.7	-1.4	-11.3	1.4	3.5
28	Cc1nn(Cc2ccccc2)c(Cl)c1C(=O)OCC(=O)N1CCCC1	-19.7	.	0.6	-11.5	5.7	-2.5	-6.1	2.8	-5.8
29	COc1ccc(N2C(=O)CC(=O)NC2=O)cc1	-19.6	-4.4	6.7	5.4	9.3	-13.3	-15.1	0.4	9.1
30	CCN(CC)CC(=O)Nc1ccc(Cl)cc1C(=O)c1ccccc1	-2.4	.	2.4	-6.7	11.3	.	-3.6	-1.3	3.7
31	Nc1ccc([As](=O)(O)O)cc1	-10.4	-0.9	-2.5	-5.9	12.1	2.1	-3.1	1.1	2.5
32	CC(C)c1ccc(-n2c(O)c(/C=N/N3CCOCC3)c(=O)[nH]c2=S)cc1	-2.0	0.9	-6.3	5.0	2.6	-0.1	-2.4	0.7	-2.8
33	CCN(CC)CCCN=Cc1c(O)n(CCc2ccc(F)cc2)c(=O)[nH]c1=O	-15.9	-1.3	1.3	12.5	-1.1	-0.3	7.7	-3.2	3.4
34	COc1ccc(CN2CCN(c3ccccc3F)CC2)cc1O	-4.3	3.4	-4.4	-20.9	4.6	3.2	57.7[fluorescence artefact?]	0.1	-4.5
35	Cc1ccc(N2C(=O)NC(=O)/C(=C/C=C/c3ccco3)C2=O)cc1	-0.9	9.8	-6.5	7.6	10.5	-21.7	-4.5	-0.1	5.2
36	C=CCn1c(O)c(C(C)=Nc2ccc(C(=O)OCC)cc2)c(=O)[nH]c1=O	-15.0	2.5	-9.7	1.3	3.7	-1.0	-6.4	-0.9	0.1
37	CN1CCC(N(C)Cc2cccnc2)CC1	-11.5	0.1	3.7	1.5	23.1	-4.4	14.2	-0.2	5.6
38	Cc1cc(C)n2nc(C)[n+](C)c2n1	0.7	0.6	-2.4	1.6	-5.2	-5.5	-0.1	-0.1	-11.7
39	CN(C)CC1CSCCC1(O)c1ccccc1Cl (stereo not drawn)	-10.5	-0.6	0.1	7.5	11.3	2.6	29.7	2.5	6.2
40	Cn1c(O)c(/C=N/N2CCOCC2)c(=O)n(-c2ccccc2)c1=S	-1.8	1.4	-6.8	-0.9	6.6	-0.9	-6.8	-1.1	-3.8
41	Cc1ccc(N2C(=O)NC(=O)C3(Cc4ccccc4N4CCN(c5ccccc5)CC43)C2=O)cc1 (stereo not drawn)	-23.1	-0.9	-3.1	4.7	6.0	-13.4	3.0	-2.0	-0.9
42	O=c1[nH]c(=O)n(-c2ccccc2F)c(O)c1C=NCCC1=CCCCC1	9.2	-1.9	-7.4	19.3	8.5	3.6	4.8	0.2	-1.9
43	Clc1ccc(N2CCNCC2)nn1	-4.3	-1.3	-11.1	15.8	-3.3	0.1	-6.0	0.5	-1.0
44	COc1cc2c(cc1O)CC1c3c(cc(O)c(OC)c3-2)CCN1C (stereo not drawn)	0.7&3.0	10.8&4.4	2.2	28.9&29.0	9.9&12.2	8.6&5.0	7.0&-3.8	-2.2&-1.8	0.4&2.9
45	O=C(Nc1ccc(F)cc1)c1c(O)c2c(n(Cc3ccccc3)c1=O)CCCC2	-18.8	-6.6	-9.9	-6.2	3.2	-4.7	-1.9	-1.0	-2.0
46	Cn1cc(C(=O)Cc2ccccc2)c2ccccc21	0.7	1.8	-4.5	1.7	6.8	-0.9	1.8	-1.5	-0.6
47	CC(C)[C@H]1C(=O)N2CCC[C@H]2[C@]2(O)O[C@](NC(=O)[C@@H]3C=C4c5cccc6[nH]cc(c56)C[C@H]4N(C)C3)(C(C)C)C(=O)N12	-10.6	-48.9	-4.9	-3.1	-2.6	-119.9	-3.1	1.6	-6.6
48	CN1CCN(/N=C/c2c(O)n(CCC3=CCCCC3)c(=S)[nH]c2=O)CC1	-4.6	-0.7	-7.2	27.5	3.2	7.2	-5.5	-1.5	-2.7
49	O=C(O)C1C2c3ccccc3C(c3ccccc32)C1C(=O)Nc1ccccc1 (stereo not drawn)	-1.4	-0.6	-8.2	18.6	4.1	-2.2	20.0	2.6	-5.3
50	CCC(=NCCc1ccccc1)c1c(O)[nH]c(=O)[nH]c1=O	-4.1	-2.0	-8.1	-14.4	10.6	-0.6	2.8	1.7	-4.0
51	O=c1[nH]c(O)c(C=NC2CCCCC2)c(=O)[nH]1	-2.4	0.8	1.3	10.7	5.4	-0.3	-11.3	-2.5	-4.6
52	CC1=NCCc2c1[nH]c1ccccc21	-0.3	-4.1	-8.5	9.8	4.4	-11.1	-17.3	-1.4	-2.2
53	O=c1[nH]c(=O)n(CCC2=CCCCC2)c(O)c1C=NCCCn1ccnc1	-24.0	-3.2	-2.5	4.3	3.2	3.3	5.1	-2.7	-2.3
54	NCC(CC(=O)O)C1CCCCC1 (stereo not drawn)	-1.0	2.3	3.5	2.4	13.9	-0.1	.	-0.7	5.9
55	CC(C)Oc1ccc(CC2(CCc3ccncc3)C(=O)NC(=O)NC2=O)cc1	-2.3	-0.2	-5.5	18.1	0.6	-0.6	2.3	0.1	-1.8
56	COc1ccc(-n2c(O)c(C(C)=Nc3ccc4c(c3)CCC4)c(=O)[nH]c2=O)cc1	-5.5	3.0	3.5	13.8	8.1	-1.4	-4.2	-1.0	-4.7

The list is partial; rates above refer to the full screens.
